# PPARg SRC-2 ag: agonists of PPARg-SRC-2 recruitment, primary screen, biochemical, HTS; Peroxisome proliferator-activated receptor gamma (Homo sapiens), P37231; PPARgamma LBD-SRC-2 recruitment; activation, % at 8 µM; 200,000 tested, 0.34% active; in the data active means activation above about 22%;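 further: 0% = vehicle and 100% = reference agonist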
# Target sequence (P37231 whole entry, looked up, the tested form may be a part): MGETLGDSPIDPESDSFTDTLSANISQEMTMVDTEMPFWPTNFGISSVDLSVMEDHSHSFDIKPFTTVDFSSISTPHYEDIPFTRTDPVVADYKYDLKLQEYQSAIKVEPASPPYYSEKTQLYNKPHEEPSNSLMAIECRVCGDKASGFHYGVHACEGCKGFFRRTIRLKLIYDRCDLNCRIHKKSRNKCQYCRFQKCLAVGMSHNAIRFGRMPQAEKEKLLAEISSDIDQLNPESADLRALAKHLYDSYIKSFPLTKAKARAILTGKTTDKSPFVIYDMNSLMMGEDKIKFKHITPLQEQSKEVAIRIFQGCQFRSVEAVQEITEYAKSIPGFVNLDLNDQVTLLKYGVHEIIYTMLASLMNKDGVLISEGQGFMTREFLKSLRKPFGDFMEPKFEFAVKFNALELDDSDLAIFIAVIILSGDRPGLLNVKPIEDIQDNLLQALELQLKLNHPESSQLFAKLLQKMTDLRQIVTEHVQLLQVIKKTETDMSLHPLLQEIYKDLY
# PPARg SRC1 recr: PPARgamma agonists recruiting SRC-1 coactivator, primary screen, biochemical. 200,000 tested, 0.41% active. Peroxisome proliferator-activated receptor gamma (Homo sapiens), P37231. PPARgamma-SRC-1 coactivator recruitment biochemical assay. AID 631, 2007. activation, % at 8 µM; in the data active means activation above about 19%;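 further: 0% = DMSO and 100% = reference agonist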
# PPARg SRC3 recr: PPARgamma agonists recruiting SRC-3 coactivator, primary screen, biochemical; Peroxisome proliferator-activated receptor gamma (Homo sapiens), P37231; biochemical PPARgamma/SRC-3 coactivator recruitment assay; activation, % at 8 µM; 200,000 tested, 0.26% active; in the data active means activation above about 23%;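 further: 0% = DMSO and 100% = reference agonist; some compounds past the cut are filed as inactive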
# STAT1 inh: STAT1 signaling inhibitors, primary screen, cell-based, HTS, luciferase reporter; NIH 3T3 STAT1-luciferase reporter, IFN-gamma, luminescence; inhibition, % at 5.5 µM; 200,000 tested, 0.35% active;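 active means inhibition above a set limit, the mean inhibition across all tested compounds plus 3 SD, cut at about 34% in these data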;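 further: 0% = IFN-gamma with DMSO and 100% = IFN-gamma with 300 µM nifuroxazide; values of inactives mirror those of a sister screen read the other way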
# STAT3 act: IL-6 driven STAT3 reporter potentiators, primary screen, U3A cells, luciferase, luminescence, MLSCN library | AID 871, 2007 | IL-6 STAT3-luciferase reporter; 100% = signal with IL-6 EC80 alone | activation (% of control), % at 5.6 µM | 190,000 tested, 0.91% active;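 active means activation above the screen-wide mean of compound activation plus 3 SD, cut at about 130% in these data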;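 further: 0% = background luminescence of wells with medium and substrate only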
#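 Material: STAT1-lacking human U3A cells, STAT3 luciferase reporter | Benchmarks: IL-6-only wells as 100% reference | Probe or stimulus: IL-6 (33 ng/mL) | Timing: Compound 1 h, then IL-6 6 h at 37 °C | Detection: Luminescence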
# STAT3 blocker: IL-6 driven STAT3 reporter inhibitors, primary screen, U3A cells, luciferase, luminescence, MLSCN library | IL-6 STAT3-luciferase reporter; host cell line lacks STAT1 | inhibition, % at 5.5 µM | 190,000 tested, 0.89% active | AID 862, 2007;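 active means inhibition above the mean inhibition across all screened compounds plus 3 SD, cut at about 44% in these data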;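 further: 0% = DMSO only wells and 100% = 100 µM nifuroxazide control wells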
# TR-FRET SRC-2 ct: TR-FRET signal artefacts, primary screen, artefact control for PPARgamma SRC-2 agonist project, biochemical; TR-FRET artefact counter-screen; hits give high values; TR-FRET ratio at 8 µM; 200,000 tested, 0.4% active; AID 1049, 2008; in the data active means TR-FRET ratio above about 2000; further: inactives centre near 1500
# TNAP act hiacc: TNAP activators at high phosphate acceptor level, primary screen, biochemical, luminescence, uHTS. Alkaline phosphatase, tissue-nonspecific isozyme (Homo sapiens), P05186. purified TNAP, CDP-star luminescence, 1 M DEA, 30 min; hits give high values; 0 = EDTA background, 1 = DMSO-only activity. activation factor at 20 µM. 200,000 tested, under 10 active;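 active means activation factor at least 2 at 20 µM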
# Target sequence (P05186 whole entry, looked up): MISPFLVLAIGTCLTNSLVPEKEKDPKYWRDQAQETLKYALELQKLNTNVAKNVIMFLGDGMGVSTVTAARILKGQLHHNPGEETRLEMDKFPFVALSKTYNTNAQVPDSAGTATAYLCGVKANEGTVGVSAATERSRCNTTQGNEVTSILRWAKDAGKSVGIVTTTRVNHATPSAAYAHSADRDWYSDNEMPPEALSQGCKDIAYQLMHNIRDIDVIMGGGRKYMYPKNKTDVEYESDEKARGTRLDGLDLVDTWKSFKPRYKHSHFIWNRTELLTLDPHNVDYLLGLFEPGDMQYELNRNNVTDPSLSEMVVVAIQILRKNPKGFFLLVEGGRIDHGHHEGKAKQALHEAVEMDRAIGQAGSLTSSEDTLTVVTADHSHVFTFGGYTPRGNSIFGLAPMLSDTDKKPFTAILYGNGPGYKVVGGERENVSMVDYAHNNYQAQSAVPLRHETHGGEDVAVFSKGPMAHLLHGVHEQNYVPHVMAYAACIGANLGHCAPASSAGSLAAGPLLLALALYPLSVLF
#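 system = human TNAP | amount = enzyme diluted 1/800 final | reagent = 100 µM CDP-star substrate | signal = luminescent substrate turnover signal | dosing = one dose, 20 µM | benchmarks = EDTA negative control, DMSO positive control | measure = activation factor | timing = 30 min reaction, room temperature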
# ROMK primary: ROMK potassium channel modulators, primary screen, cell-based, thallium flux, MLSMR library; 130,000 tested, 2% active; ATP-sensitive inward rectifier potassium channel 1 (Homo sapiens), P48048; B-score at 10 µM; AID 1918, 2009; Tet-inducible ROMK, thallium flux fluorescence; actives lie on both sides;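 active means signal ratio slope over the read window, or its plate-corrected B-score, at least 3 SD from the plate mean, either direction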;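 further: B-score of the F/F0 ratio slope over 7 to 12 s after thallium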
# bIAP act: bovine intestinal alkaline phosphatase activators, primary screen, biochemical, bovine IAP, CDP-star luminescence; alkaline phosphatase, intestinal [Bos taurus]; purified bovine IAP, 30 min; hits give high values; fold of DMSO-control signal, blank-subtracted; activation factor at 20 µM; 200,000 tested, 0.17% active; AID 1016, 2008;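 active means activation factor of 2 or more at 20 µM, a signal rise over negative controls twice the positive control's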
# bIAP inhibitor: bovine intestinal alkaline phosphatase inhibitors, primary screen, selectivity assay for TNAP inhibitor project, biochemical, bovine IAP, CDP-star luminescence | alkaline phosphatase, intestinal [Bos taurus] | purified bovine IAP, 30 min | inhibition, % at 20 µM | 190,000 tested, under 10 active | AID 1019, 2008;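 active means over 50% inhibition of intestinal alkaline phosphatase at 20 µM in the single-dose screen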
#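 Assay system: bovine IAP enzyme; medium: DEA buffer 100 mM, pH 9.8, with MgCl2 1.0 mM, ZnCl2 0.02 mM; doses: 20 µM single dose; incubation: enzyme reaction for 30 min at room temperature; detection: CDP-star luminescence signal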
# * hit, by the source's call; . = no result given.
SMILES,PPARg SRC-2 ag,PPARg SRC1 recr,PPARg SRC3 recr,STAT1 inh,STAT3 act,STAT3 blocker,TR-FRET SRC-2 ct,TNAP act hiacc,ROMK primary,bIAP act,bIAP inhibitor
COc1cccc(CC(=O)Nc2cc(S(=O)(=O)N3CCOCC3)ccc2N2CCOCC2)c1,9,10,8,-4,102,0,1790,1.1,1,1,2
CCCCN1C(=O)C(=O)N(CC(=O)N2N=C3/C(=C/c4ccco4)CCCC3C2c2ccco2)C1=O (centres undefined),-3,7,-4,12,100,5,1511,1,-1.6,1.3,-28
N#Cc1cn(CC(=O)N2CCCc3ccccc32)c2ccccc12,-2,7,-4,7,111,-10,1586,1,-0.23,1,5
CCNc1nc(OC)nc(Oc2ccc(C(=O)OC)cc2)n1,-1,-4,0,-4,103,4,1609,1,.,0.9,6
COCCN(C(=O)c1cccc(OC)c1)c1nnc(-c2ccncc2)s1,7,-4,16,-8,96,7,1766,1.1,.,1,0
Cc1ccc(S(=O)(=O)N2CCN(Cc3ccccc3)CC2)c(C)c1N(C)S(=O)(=O)c1ccccc1,6,-1,7,0,111,-13,1733,1,.,1.1,-11
CC(C)CCNC(=O)C12CN(Cc3ccccc3)CC1C(c1cccc([N+](=O)[O-])c1)=NO2 (centres undefined),16,10,6,6,107,-7,1510,1,.,1,-2
O=c1[nH]c2c(s1)C(c1ccco1)C1C3CCC(C3)C1S2 (centres undefined),9,4,0,-4,104,3,1673,1,-1,0.9,6
O=C(NC(c1ccccc1)C(Cl)(Cl)Cl)c1ccccc1 (centres undefined),4,7,4,4,99,-2,1455,1,0.12,1.4,-43
Cc1sc2ncn(CC(=O)N3CCOCC3)c(=O)c2c1-c1ccccc1,9,5,6,-1,99,8,1814,1,0.13,1.2,-19
COC(=O)c1c[nH]n2c(=O)c(Cl)c(C)nc12,9,7,4,-3,115,-8,1602,1,0.11,0.8,16
CO/N=C/c1ccc(Oc2ccc(C)cc2)nc1,4,3,-5,-15,106,3,1497,1.1,.,1,0
COc1ccc(/C=C/C(=O)c2nc3ccccc3n2CC(=O)c2ccc(OC)cc2)cc1,9,5,4,6,98,10,1582,1.1,0.058,0.9,8
CCOC(=O)c1ccc(NC(=O)Cn2ncc(Cl)c(Cl)c2=O)cc1,8,6,-1,-2,88,14,1761,1.1,-0.76,1,0
COc1ccc(C(CNC(=O)c2ccco2)N2CCCCC2)cc1 (centres undefined),3,-6,2,-10,103,1,1469,1,-0.23,1,-4
CCOC(=O)Cc1cc(=O)c2c(=O)n(-c3ccccc3)[nH]c2[nH]1,11,6,6,-4,104,-5,1516,1,.,0.9,8
CC(C)(C)c1cc(/C=N/O)cc(C(C)(C)C)c1O,1,-4,3,9,85,24,1374,1,-1.8,0.8,16
O=C(Nc1ccc(Cl)cc1)c1ccc(OCC2CCCO2)cc1 (centres undefined),-8,-2,2,-40,89,16,1364,1,0.1,1,-5
Cn1cc(C(=O)c2cccc(Cl)c2Cl)cc1C#N,0,9,-1,10,100,5,1443,1,-0.24,1,3
O=C(N/N=C/c1cccnc1)c1cc2c(ccc3ccccc32)o1,8,2,5,-2,90,18,1497,1,-0.51,0.9,14
COc1cccc(-c2cc(C(F)(F)F)nc(-n3cc(Cl)cn3)n2)c1,9,1,-4,2,85,23,1383,1,0.58,1,4
CC(C)(C)c1ccc(NC(=O)CNC2CCCc3ccccc32)cc1 (centres undefined),4,2,2,-1,103,-2,1562,1,0.3,0.8,15
O=C(c1ccc(Cl)cc1)N1CCCCC(Sc2nnc(-c3ccc4c(c3)OCO4)o2)C1=O (centres undefined),1,2,1,14,21,98*,1396,1.1,.,0.4,.
COC(=O)Cn1ncc(N2C3CC(CC(C)(C)C3)C2C)c(Cl)c1=O (centres undefined),7,1,1,-15,100,0,1598,1.1,0.42,1.2,-18
CCOc1[nH]n(-c2ccc(Cl)cc2)c(=O)c1C=Nc1ccc(OC)cc1,10,3,3,-1,101,-1,1467,1,.,1.1,-7
Cc1ccnc2nc(C(=O)OCC(=O)Nc3ccccc3C(C)(C)C)nn12,-10,-4,0,-6,101,1,1588,1,.,1.1,-10
Cc1cc(C)n(C(=O)c2ccccc2[N+](=O)[O-])n1,7,2,-3,-4,89,8,1563,1,.,1,4
CCCCn1c(=O)[nH]c(=O)c2c1nc(COC(=O)c1c(C)noc1C)n2CCC,4,7,-2,2,107,1,1481,1.1,0.24,1.1,-8
Cc1ccc2c(c1)C(c1ccncc1)=NNC(c1ccccc1)=N2,-9,-5,-3,-32,106,-4,1496,1,-0.017,1.2,-15
CCC(C)(C)NC(=O)C(c1ccc(OC)cc1)N(Cc1cccs1)C(=O)CCC(=O)Nc1cc(C)on1 (centres undefined),14,2,4,-6,88,18,1665,1.1,.,1,4
CCC(=O)Nc1nonc1-c1nc2ccccc2n1N(C(=O)CC)C(=O)CC,7,2,10,1,124,-27,1414,1,0.27,1,-1
Cn1c(SCC(=O)N/N=C/C=C/c2ccccc2[N+](=O)[O-])nc2ccccc21,-2,-1,5,-1,98,2,1504,1,.,1,2
CC(C)CNC(=O)c1cccc(NC(=O)COc2ccc([N+](=O)[O-])cc2)c1,3,9,4,20,78,29,1729,1.1,-0.16,0.9,13
NNC(=S)NC1CCCCC1,-2,-9,6,-7,93,17,1481,1,0.18,1.1,-5
Cc1cc(C)c(C#N)c(SCc2cn3ccccc3n2)n1,-1,-7,1,-3,85,16,1571,1,0.2,0.9,12
O=C(c1ccc(F)cc1)N1CCN(Cc2ccccc2Br)CC1,2,1,8,0,102,0,1427,1,.,0.9,10
O=C(NCCN1CCCC1)C1(S(=O)(=O)c2ccc(Cl)cc2)CC1,3,10,-3,-2,102,0,1574,1,1.4,1,-4
CCOC(=O)c1cc2c(=O)n3ccccc3nc2n(CC2CCCO2)c1=NC(=O)/C=C/c1ccccc1 (centres undefined),4,3,4,8,101,7,1497,1,1.1,1.1,-8
O=C(O)c1cccc(NS(=O)(=O)c2ccc3c(c2)OCCCO3)c1,1,2,1,1,106,0,1541,1,-0.56,0.9,9
Cc1nn(-c2ccccc2)c(Cl)c1/C=N/Nc1nc2ccccc2n1C,6,2,-1,-49,96,12,1463,1,-0.56,1.6,-61
COC(=O)c1ccc2c(c1)NC(=O)C(N1CCCC1)S2 (centres undefined),4,0,1,8,87,17,1526,1,0.22,1,4
CCOC(=O)N1CC=C2C(C#N)=C(N)C(C#N)(C#N)[C@H](c3cccs3)C2C1 (some centres undefined),-1,3,-1,12,98,6,1582,1,-0.63,1,4
Cc1ccc(NC(=O)COC(=O)CCc2ccc(S(=O)(=O)N3CCOCC3)cc2)c(C)c1,-4,1,0,4,126,-31,1534,1,0.57,1,1
CCn1c(SCC(=O)Nc2ccc(C)cc2)nc2nc3c(cc2c1=O)CCCC3,5,-2,-1,-2,97,6,1530,1,.,1,4
CCOc1ccc(S(=O)(=O)NCCCN2CCOCC2)cc1,2,4,2,7,89,18,1539,1,-0.61,0.9,6
COc1ccc(N2CCN(C(=O)Cc3ccc(S(=O)(=O)N4CCOCC4)s3)CC2)cc1,-8,0,-2,3,105,2,1555,1,-1.1,1,-1
CCOC(=O)c1ccc(NC(=O)CN2C(=O)C3C4C=CC(C4)C3C2=O)cc1 (centres undefined),9,0,7,-3,98,4,1570,1,0.48,0.9,9
CCn1c(CNC(=O)c2ccccc2F)nnc1SCC(=O)NC1CCCCC1C (centres undefined),7,4,1,4,107,-1,1465,1,0.3,1,-2
COc1ccc(C(=O)COC(=O)CSCc2c(C)noc2C)cc1OC,6,1,1,0,106,-2,1611,1.1,0.29,1,1
O=C(c1ccc(N2CCCC2=O)cc1)N1CCN(c2ccccc2)CC1,-2,1,13,1,83,24,1656,1,0.5,1,5
CCCCN=C(NNc1ccc(Br)cc1)C(=O)OCC,3,5,-1,2,88,9,1539,1,.,1.1,-6
C=CCN(CC=C)c1nc2ccccc2nc1C(C#N)C(=O)OC(C)C (centres undefined),5,1,2,-4,99,8,1524,1,0.97,0.9,9
OCCC1CN(Cc2ccccc2OC2CCCC2)CCN1Cc1ccsc1 (centres undefined),3,5,7,-2,99,6,1549,1,-2.5,1,-3
Cc1cccc(OCc2n[nH]c(=S)o2)c1,2,3,-3,4,105,-3,1714,1.1,0.67,1.1,-12
Fc1ccc(CSc2nnc(-c3cccs3)o2)cc1,6,8,-5,-20,99,4,1382,1,.,0.4,.
CCS(=O)(=O)N1CCC(C(=O)NCCc2ccc(C)cc2)CC1,1,3,-9,-3,98,6,1458,1,.,1,-4
Cc1cccc(OCCCC(=O)O)c1,-4,6,-4,1,109,-6,1578,1.1,-0.5,1,5
CCOC(=O)c1sc2nc(CC(=O)OC)nc(NCc3ccco3)c2c1C,6,0,-4,2,91,13,1592,1,.,1,-1
CN1CCN(/C(=N\O)c2nonc2N)CC1,6,-6,14,-5,105,1,1497,1.1,.,0.8,15
COC(=O)c1c(-c2ccccc2)csc1NC(=O)C1CC=CCC1C(=O)O (centres undefined),12,2,3,-5,101,4,1576,1,0.13,1,-3
O=C1CCCC(c2ccccc2)N1 (centres undefined),4,2,-2,3,98,1,1586,1,-0.067,0.9,10
